Bioassay records deposited in PubChem BioAssay by several laboratories.
PPC-1+TRAIL kill – compounds killing PPC-1 cancer cells with TRAIL present, primary screen, TRAIL potentiator project, ATPLite luminescence, uHTS; PPC-1 cells + TRAIL, ATPLite viability luminescence; cell killing (% activity), % at 4 µM; 0.41% of 220,000 active;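 active = cell killing above 50% in the first pass at 4 µM, then a duplicate retest at 5 µM averaging 50% or more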;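 also: plate controls were cells with TRAIL plus DMSO for no effect and medium-only wells lacking cells for full effect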
NPY-Y1 PAM-ag – NPY-Y1 receptor potentiators or agonists, primary screen, cell-based; Neuropeptide Y receptor type 1 (Homo sapiens), P25929; NPY-Y1 expressing cells, potentiator/agonist activation; activation, % at 3.6 µM; 0.37% of 220,000 active; AID 1304, 2008; in the data active = activation above about 33%, passing the limit was not always enough;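 also: cells stimulated with NPY at EC10 then isoproterenol at EC100; 0% = low agonist plus stimulus and 100% = saturating agonist plus stimulus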
Target sequence (P25929 whole entry, looked up): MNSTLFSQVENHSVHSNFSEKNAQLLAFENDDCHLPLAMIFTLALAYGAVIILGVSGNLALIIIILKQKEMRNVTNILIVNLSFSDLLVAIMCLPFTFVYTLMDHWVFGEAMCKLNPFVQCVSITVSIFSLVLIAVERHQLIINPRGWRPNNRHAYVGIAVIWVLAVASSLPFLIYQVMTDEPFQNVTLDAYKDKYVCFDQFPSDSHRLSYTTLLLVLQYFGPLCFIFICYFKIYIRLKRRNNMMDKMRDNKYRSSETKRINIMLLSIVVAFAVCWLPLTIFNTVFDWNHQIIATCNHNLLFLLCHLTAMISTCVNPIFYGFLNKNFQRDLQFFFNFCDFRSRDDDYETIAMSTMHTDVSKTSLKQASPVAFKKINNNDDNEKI
TRPN1 ag – zebrafish TRPN1 channel agonists, primary screen, cell-based, HEK293, calcium fluorescence | activation, % at 3 µM | HEK293 zebrafish TRPN1-YFP, Fluo-8 calcium fluorescence; 100% = response to 87 µM carbachol | 0.18% of 220,000 active | AID 1424, 2008;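 active = activation above its plate's cutoff, the mean activation of test wells on that plate plus 3 SD, cut at about 19% in these data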;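 also: 0% = DMSO alone and 100% = 87 µM carbachol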
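System: zebrafish TRPN1-YFP in HEK293 cells / Dosing: 3 µM single point / Timing: dye loading 1 h at 37 °C, then 30 min room temperature / Signal: Fluo-8 calcium fluorescence, excitation 470-495 nm, emission 515-575 nm / Read-out basis: percent activation from peak over basal fluorescence ratio, control-normalized / Control set: high carbachol 87 µM, low DMSO alone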
TRPML3 agonist – human TRPML3 channel agonists, primary screen, cell-based, HEK293 TRPML3-YFP, Fluo-8 calcium fluorescence, 3 µM; Mucolipin-3 (Homo sapiens), Q8TDD5; 100% = the carbachol control signal; activation, % at 3 µM; 0.29% of 220,000 active;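 active = activation above its plate's cutoff, the mean activation of the plate's test wells plus 3 SD, cut at about 12% in these data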;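 also: 0% = DMSO only wells and 100% = carbachol wells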
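Test system: HEK293 cells stably carrying human TRPML3-YFP; Doses: single dose, 3 µM final nominal compound, 0.3% DMSO final; Schedule: dye loading 1 h 37 °C then 30 min ambient, 125 s read; Technique: Fluo-8 calcium fluorescence; Benchmarks: high control carbachol 87 µM, low control DMSO.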
PGE2 EP2 inh – human EP2 receptor antagonists, primary screen, TR-FRET cAMP, C6 glioma cells; Prostaglandin E2 receptor EP2 subtype (Homo sapiens), P43116; C6 glioma cells expressing human EP2; cells stimulated with saturating PGE2; inhibition, % at 25 µM; 0.52% of 260,000 active;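 active = percent inhibition above 40 after rounding to a whole number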;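 also: rat C6 glioma host cells with rolipram phosphodiesterase inhibitor present; the protocol text gives 20 µM as final concentration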
Target sequence (P43116 whole entry, looked up): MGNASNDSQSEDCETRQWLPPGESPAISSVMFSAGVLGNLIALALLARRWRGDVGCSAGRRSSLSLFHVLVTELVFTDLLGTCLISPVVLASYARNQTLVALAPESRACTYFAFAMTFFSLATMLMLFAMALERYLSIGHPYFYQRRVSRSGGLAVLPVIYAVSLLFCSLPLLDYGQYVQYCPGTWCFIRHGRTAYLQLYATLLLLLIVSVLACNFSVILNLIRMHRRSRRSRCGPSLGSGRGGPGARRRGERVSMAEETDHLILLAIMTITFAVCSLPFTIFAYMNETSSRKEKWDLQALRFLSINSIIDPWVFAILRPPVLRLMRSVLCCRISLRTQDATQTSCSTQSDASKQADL
EP2 mod – EP2 receptor modulators, cAMP readout, primary screen, cell-based, HTRF cAMP, PGE2 stimulation | EP2-expressing cells, cAMP HTRF FRET, PGE2 co-stimulation | induction, % at 25 µM | 0.83% of 260,000 active;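 active = compounds whose cAMP rise, as percent of the full-agonist control response, exceeds 60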;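 also: rat C6 glioma line stably carrying human EP2 under a CMV promoter; the protocol text gives 20 µM as final concentration; 100% = response of wells given 1 µM PGE2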
CHOP inh – inhibitors of CHOP promoter induction, primary screen, cell-based, unfolded protein response, luciferase reporter; CHO-K1 CHOP-promoter luciferase, tunicamycin-induced, 15-18 h; 3.8% of 220,000 active; AID 2732, 2010; inhibition, % at 10 µM;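 active = compounds that reduced the stress-induced luciferase reporter signal by more than about 70% of percent inhibition, limit read from the data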;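 also: 0% = tunicamycin plus vehicle and 100% = wells without tunicamycin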
14-3-3 Bad inh – inhibitors of 14-3-3 zeta/Bad binding, primary screen, biochemical, TR-FRET, bovine 14-3-3 zeta; 14-3-3 protein zeta/delta (Bos taurus), P63103; TR-FRET 14-3-3zeta/Dy647-pBad peptide displacement, 1 h; inhibition, % at 21.7 µM; 0.71% of 220,000 active; AID 781, 2007;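 active = inhibition above about 70%, limit read from the data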;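 also: 0% = full 14-3-3 plus peptide FRET controls and 100% = background without 14-3-3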
Target sequence (P63103 whole entry, looked up): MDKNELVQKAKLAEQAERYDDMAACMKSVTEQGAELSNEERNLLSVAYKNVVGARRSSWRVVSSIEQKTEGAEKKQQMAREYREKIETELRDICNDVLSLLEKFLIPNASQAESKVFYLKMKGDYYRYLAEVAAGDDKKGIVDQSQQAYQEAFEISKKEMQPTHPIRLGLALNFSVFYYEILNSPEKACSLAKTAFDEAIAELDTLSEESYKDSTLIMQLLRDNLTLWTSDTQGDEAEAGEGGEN
NPY Y1 blocker – NPY-Y1 receptor antagonists, primary screen, cell-based. Neuropeptide Y receptor type 1 (Homo sapiens), P25929. HEK293-CNG Y1 cells, membrane potential fluorescence; NPY at EC95, then isoproterenol. inhibition, % at 3.6 µM. 1% of 200,000 active. AID 1040, 2008;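 active = inhibition above the campaign mean inhibition of all tested compounds plus 3 SD, cut at about 20% in these data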;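 also: 0% = DMSO wells given NPY plus isoproterenol and 100% = isoproterenol alone without NPY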
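Test system – HEK293 Y1/CNG channel cell line · Also added – NPY agonist 25 nM, then isoproterenol 1 µM plus Ro 20-1724 25 µM · Compound dosing – one concentration, 3.6 µM, in 0.4% DMSO · Schedule – compound incubation 1 h at room temperature, readout 45 min post-stimulation · Technique – fluorescence, membrane potential probe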
Starred values were filed as active, the others as inactive; . = not tested or not shown; & = joins results of further samples; [ ] = remark or other dose. The list is partial (hit frequency here may not be typical).

molecule,PPC-1+TRAIL kill,NPY-Y1 PAM-ag,TRPN1 ag,TRPML3 agonist,PGE2 EP2 inh,EP2 mod,CHOP inh,14-3-3 Bad inh,NPY Y1 blocker
CCn1cc(C(=O)N2CCc3ccccc32)c(=O)c2cc(S(=O)(=O)N(C)C3CCCCC3)ccc21,2.2,51.4*,1.1,7.8,11.9,14.9,-1.3,5.7,-9.0
Cn1cccc1/C=C1\Cc2ccccc2C1=O,-1.8,-14.9,0.7,-0.3,5.8,-46.4,-7.5,-10.3,-2.2
COc1cccc(C2NC(=O)NC(C)=C2C(=O)OCCSC)c1OC (configuration not stated),.,9.8,0.7,0.5,7.5,.,.,.,-3.4
O=C(COC(=O)Cn1nnc2ccccc21)Nc1ccccc1Br,-3.3,5.0,0.7,0.8,12.4,19.7,1.0,0.5,-0.2
Cc1cc(NC(=O)CCCN2C(=O)/C(=C/c3cccs3)SC2=S)no1,-9.1,-14.3,0.3,-0.2,2.5,-1.1,76.3*,10.7[fluorescence artefact?],5.2
O=C(c1cc([N+](=O)[O-])ccc1Cl)N1c2ccccc2Sc2ccccc21,15.1,-6.6,-1.3,0.1,13.2,45.3,-7.8,-4.8,-1.5
O=C(Cc1ccccc1)Nc1ccc(N2CCCCC2)cc1,25.3,-5.9,-0.4,0.5,6.5,-27.9,-12.6,7.8,-1.3
Cc1nc(-c2ccccc2)nc2[nH]c(=O)n(-c3ccccc3)c(=O)c12,4.4,-31.1,1.2,1.0,4.5,6.1,40.7,19.3,-1.8
O=C(NCn1ccc(=O)[nH]c1=S)c1ccccc1,-2.2,-16.5,0.6,-0.1,11.8,24.5,-9.1,-7.2[fluorescence artefact?],-4.4
CCN(CCO)C(=S)Nc1cc(S(=O)(=O)N(C)C)ccc1C,-8.1,-9.0,1.2,-0.1,-0.2,13.5,9.0,-7.3,8.6
O=C(NC12CC3CC(CC(C3)C1)C2)c1ccc(N2CCNCC2)c([N+](=O)[O-])c1,35.3,31.9,-1.3,-0.3,9.0,-19.9,-25.2,-4.9,.
Cc1ccc(SCC(=O)N2CCN(c3ccccn3)CC2)cc1,-3.6,-5.0,0.6,0.2,10.3,-12.0,1.8,-2.9,.
COc1ccc(C(CC(=O)N2CCCC2)c2c(OC)cc(OC)c3c(-c4ccccc4)cc(=O)oc23)cc1 (configuration not stated),-15.9,.,.,.,4.1,8.7,0.9,39.8,.
O=C1C(C=Nc2ccccc2O)=C(O)c2ccccc21,23.6,-9.2,0.3,0.1,13.3,-10.8,-20.2,-4.7,4.2
O=C(NC1CCCC1)C1CC(c2ccc(F)cc2)=NO1 (configuration not stated),9.7,6.7,-1.2,-0.4,1.7,-17.4,-4.7,-2.0,1.6
C=CCN(c1ccccc1C(=O)NCC(=O)O)S(=O)(=O)c1ccc(C)cc1,7.8,0.8,1.2,0.9,6.9,8.8,-7.7,-9.7,.
N=c1sccn1CC(=O)Nc1ccc(SC(F)F)cc1,-2.3,-9.2,0.0,1.4,6.0,-64.2,-29.0,-4.1,1.8
CCCCC(=O)Nc1ccc(C(=O)Nc2nnc(COC)s2)cc1,9.0,2.0,1.3,0.1,8.3,5.3,-11.7,-0.4,-1.9
O=C(N/N=C/c1ccsc1)C1CC1,10.6,3.3,-1.1,1.1,7.2,11.2,3.6,-20.8,-1.7
CC(C)Cn1c(N)c(C(=O)CSc2cc(Cl)ccc2Cl)c(=O)n(C)c1=O,-4.0,0.3,0.5,0.7,13.6,-20.0,96.0*,2.0[fluorescence artefact?],-1.3
CCOC(=O)NN1C(=O)c2ccccc2NC1c1ccccn1 (configuration not stated),.,2.9,-0.2,0.2,11.1,25.2,-6.7,-20.3,0.2
COc1ccc(/C=N/N2C(=O)C3C4C=CC(CC4)C3C2=O)c(OC)c1 (configuration not stated),5.3,3.5,-0.8,0.6,5.0,-10.2,-5.8,4.8,-1.5
Cc1ccc(S(=O)(=O)N2CCOCC2)cc1NC(=O)COC(=O)CSc1ccc(Br)cc1C,-14.2,-23.5,2.0,-0.9,6.5,-43.4,19.0,-1.3[fluorescence artefact?],7.8
CCN(CC(=O)Nc1c(F)cccc1F)C(=O)CCc1c[nH]c2ccccc12,-22.4,-4.1,0.6,0.6,7.9,-1.3,23.6,-12.2,1.8
COCCNC(=O)CN1CCC(n2c(C)nc3cc(C(F)(F)F)ccc32)CC1,19.7,11.8,0.6,0.8,9.6&6.4,-25.6&-26.8,7.9,5.3,2.7
NC(=O)[C@@H]1CCCNc2c(I)cc([N+](=O)[O-])cc2C(=O)N[C@@H](CCC(=O)O)C(=O)N[C@@H](CO)C(=O)N1,8.4,-12.8,0.1,0.5,3.3,39.0,3.3,0.7,0.2
COC(=O)c1cc2sccc2n1Cc1nc(-c2ccc(Cl)cc2)oc1C,20.4,7.2,0.8,0.1,6.8,27.1,14.3,11.0,-0.7
C=CCc1c(C)nc(SCC(=C)C)[nH]c1=O,-3.8,2.0,-1.0,0.6,5.3,6.3,-35.4,-10.6[fluorescence artefact?],1.4
Cc1nn(-c2ccc(Cl)cc2)c(Cl)c1/C=C(\C#N)C(N)=O,11.0,1.9,-2.0,0.3,10.4,-2.1,-32.6,-0.2,8.4
CCCNC(=O)Nc1cccc(C(=O)OC)c1,6.0,6.2,1.7,0.0,8.8,-7.1,9.0,1.6,.
CCn1c(SCC(=O)c2ccc(Cl)cc2)nnc1-c1cccs1,11.0,-28.2,0.2,0.9,13.1,18.6,28.5,9.2[fluorescence artefact?],4.5
COc1ccc(C(C)=O)cc1COC(=O)CNC(=O)c1ccccc1F,24.7,-7.8,1.9,0.4,0.7,2.6,11.2,2.2[fluorescence artefact?],-7.3
O=P(OC1CCS(=O)(=O)C1)(c1ccccc1)c1ccccc1 (configuration not stated),24.5,-7.2,0.8,0.8,3.1,11.3,15.2,9.3,-5.2
COc1ccc(NC(=O)c2ccc(-c3nn(C)c(=O)c4ccccc34)cc2)cc1,0.2,3.7,-1.1,0.6,7.3&12.7,-17.4&5.6,4.0,6.4,4.6
Cc1c(NS(C)(=O)=O)cccc1-c1nc2cccnc2s1,-6.0,19.9,2.1,0.7,8.7,-21.2,13.9,-10.7,.
Cc1ccc(C2=Nc3ccccc3N(C(=O)c3ccccc3)C(C)C2)cc1 (configuration not stated),-15.9,-22.6,-0.5,0.0,13.1,11.6,29.2,-10.0,-1.9
O=C(Nc1ncc(Br)s1)C(Cc1ccccc1)n1cccc1 (configuration not stated),8.1,21.7,1.2,0.7,9.3,9.0,3.1,9.5,-2.2
CC(=O)Nc1ccccc1C(=O)C(=O)Nc1cccc(C(=O)NC2CC2)c1,-1.2,1.8,-0.7,0.3,4.7,22.6,35.9,-3.4[fluorescence artefact?],0.1
Cc1cccc(C(C)C)c1NC(=O)CN(C)Cc1cccc(F)c1,11.1,-10.4,-0.5,-0.4,6.3,9.6,34.7,13.1,14.9
Cc1cc(NC(=O)CSc2ccc3nnc(-c4cccnc4)n3n2)no1,-0.1,-12.4,0.4,0.5,9.1,-13.1,23.7,8.9,-3.0
CCCCSc1nc(O)c(Cc2ccccc2)c(=O)[nH]1,19.8,-17.3,3.4,0.4,7.5,-2.4,-3.8,-6.0,4.3
O=C(COC(=O)c1ccc(CNS(=O)(=O)c2ccc(F)c(Cl)c2)cc1)NC1CCCCCCC1,-0.8,-7.7,0.6,0.7,9.2,5.8,16.2,-2.2,1.6
COC(=O)c1ccccc1NC(=O)c1cn(-c2ccc(C)c(C)c2)c(=O)c2ccccc12,22.2,-18.3,1.1,0.4,7.4,24.8,17.2,-7.7,-1.9
COc1cc(NC(=O)c2cccs2)c(OC)cc1NC(=O)c1ccco1,16.0,-21.1,0.1,0.3,9.1,4.0,-0.3,5.9[fluorescence artefact?],8.1
O=C(Nc1ccccc1)Nc1nnc(-c2cccs2)s1,-4.9,-4.5,-1.3,-0.1,18.1&12.0,-43.1&5.4,-22.5,8.3,1.9
CCOC(=O)N1CCN(C(=O)c2ccc(C#CC3(O)CCCCC3)cc2)CC1,-9.7,12.1,1.8,0.0,.,-7.6,-2.2,5.1,3.3
CCCc1nnc(NC(=O)c2cccs2)s1,4.4,23.6,0.5,0.8,9.9&12.3,-23.1&12.3,-46.5,-2.8,-0.7
Nc1ccc(C(=O)O)cc1S(=O)(=O)O,-9.8,-17.3,1.6,0.9,7.8,7.9,-6.0,0.8,.
CC(=O)NC(C(=O)OCC(=O)N(c1ccccc1)c1ccccc1)C(C)C (configuration not stated),19.8,9.7,0.9,0.2,6.2,-24.9,-7.6,6.2,.
Cc1cc(C)c2c(n1)sc1c(=O)n(CC(=O)c3ccccc3)cnc12,8.6,0.6,-0.1,0.8,8.6,1.3,-14.0,-3.0,.
CCOC(=O)c1[nH]c(C(=O)O)c(CCC(=O)OC)c1C,4.2,-10.8,0.8,0.7,19.2,-4.6,27.3,0.2,3.4
Cc1ccc(S(=O)(=O)N(C(=O)c2ccncc2)c2ccc3oc4c(c3c2)CCCC4)cc1[N+](=O)[O-],38.8,19.1,-0.6,0.9,6.1,2.7,36.5,1.7,1.7
Cc1c(C(=O)Nc2ccccc2)oc2c1C(=O)CC(C)(C)C2,13.8,-22.5,-0.7,-0.7,9.9,3.5,9.9,0.5,-1.1
Cc1ncc([N+](=O)[O-])n1CC(=O)NC1CCCCC1,-1.1,15.4,-2.4,0.8,4.6,-15.5,-17.9,-5.2,-3.3
C/C(=C(\C#N)C(=O)NCCN1CCOCC1)N(C)C,-6.9,6.6,1.3,-0.5,7.2,-9.8,28.8,0.5,-4.5
O=C(NCc1ccccc1)c1ccc2nc(N3CCOCC3)sc2c1,3.9,17.4,1.2,0.3,6.1,-32.2,0.1,3.5,.
